DAGLB inh: diacylglycerol lipase beta (human) inhibition; Q8NCG7; HEK293T DAGLB membrane lysate, EnzChek fluorogenic substrate; inhibition, % at 5.17 µM; actives 0.059% (n = 340,000); AID 504411; in the data active = inhibition above about 34%;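 note: 0% = enzyme with vehicle and 100% = wells lacking enzyme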
CAL PDZ FP-1: inhibitors of human CAL PDZ peptide binding; Q9HD26; purified CAL PDZ, TMR-peptide fluorescence polarization, 1 h; inhibition, % at 20 µM; actives 0.02% (n = 330,000); AID 504414;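 active = highest replicate inhibition of at least 40%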;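 note: plate controls were DMSO neutral control wells for no effect and unlabeled competitor peptide control wells for full effect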
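System: tagged CAL PDZ domain. Schedule: 1 h room-temperature incubation prior to read. Signal: fluorescence polarization (mP). Measure: percent inhibition from loss of millipolarization.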
Keap1 Nrf2 FP: disrupts human Keap1 binding to Nrf2 peptide. Q14145. Keap1 Kelch-Nrf2 peptide fluorescence polarization, 1536-well. inhibition, % at 9.4 µM. actives 0.15% (n = 340,000). AID 504523; in the data active = inhibition above about 12%; inconclusive = no clear call, values can overlap the other calls; inactive = below about 7.3%;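 note: human Keap1 Kelch domain with fluorescein labeled Nrf2 9mer peptide probe; 0% = neutral control wells and 100% = peptide positive control; higher means more block of Keap1 binding to Nrf2 peptide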
V-ATPase pH: yeast V-ATPase proton transport regulation by pHLuorin; S. cerevisiae, pHLuorin cytosolic pH fluorescence; response, % at 10 µM; actives 0.37% (n = 350,000); AID 504577; in the data active = response mostly above about 7.3%, no sharp cut-off; inactive = mostly below about 5.4%; note: actives read high; inactives centre near 0; some compounds called inactive have numbers as strong as hits; reference of the scale not given here
Cardiac RTF inh: cardiac RTF calcium desensitization. actives 0.12% (n = 340,000). IANBD-labeled cardiac RTF, Ca2+ fluorescence. inhibition, % at 7.15 µM. P19429+P45379. AID 493244;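 active = inhibition above the mean inhibition of all tested compounds plus 3 SD, cut at about 17% in these data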;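 note: assay run at fixed EC70 calcium of 1.6 mM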
CAL PDZ FP-2: blocks peptide binding to the human CAL PDZ domain; purified CAL PDZ, TMR-peptide fluorescence polarization, 1 h; Q9HD26; AID 602252; inhibition, % at 24.9 µM; actives 0.92% (n = 300,000);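 active = mean inhibition of at least 30% with at least half of replicates also reaching 30%; inconclusive = no clear call, values can overlap the other calls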;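 note: 0% = DMSO neutral control and 100% = excess unlabeled competitor peptide PRC23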
Pemphigus Ab inh: blocks pemphigus antibody binding to human desmoglein-3; P32926; binding (percent of control), % at 10 µM; AID 588358; actives 0.48% (n = 310,000); DSG3-coupled beads, scFv-anti-DSG3-GFP binding, flow cytometry; active compounds read low;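 active = binding more than 3 SD below its plate's average and above zero; inconclusive = below that plate limit but binding exactly zero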;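 note: hits lower antibody fragment binding to DSG3; some compounds called inactive have numbers as strong as hits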
Target sequence (P32926 whole entry, looked up, the tested form may be a part): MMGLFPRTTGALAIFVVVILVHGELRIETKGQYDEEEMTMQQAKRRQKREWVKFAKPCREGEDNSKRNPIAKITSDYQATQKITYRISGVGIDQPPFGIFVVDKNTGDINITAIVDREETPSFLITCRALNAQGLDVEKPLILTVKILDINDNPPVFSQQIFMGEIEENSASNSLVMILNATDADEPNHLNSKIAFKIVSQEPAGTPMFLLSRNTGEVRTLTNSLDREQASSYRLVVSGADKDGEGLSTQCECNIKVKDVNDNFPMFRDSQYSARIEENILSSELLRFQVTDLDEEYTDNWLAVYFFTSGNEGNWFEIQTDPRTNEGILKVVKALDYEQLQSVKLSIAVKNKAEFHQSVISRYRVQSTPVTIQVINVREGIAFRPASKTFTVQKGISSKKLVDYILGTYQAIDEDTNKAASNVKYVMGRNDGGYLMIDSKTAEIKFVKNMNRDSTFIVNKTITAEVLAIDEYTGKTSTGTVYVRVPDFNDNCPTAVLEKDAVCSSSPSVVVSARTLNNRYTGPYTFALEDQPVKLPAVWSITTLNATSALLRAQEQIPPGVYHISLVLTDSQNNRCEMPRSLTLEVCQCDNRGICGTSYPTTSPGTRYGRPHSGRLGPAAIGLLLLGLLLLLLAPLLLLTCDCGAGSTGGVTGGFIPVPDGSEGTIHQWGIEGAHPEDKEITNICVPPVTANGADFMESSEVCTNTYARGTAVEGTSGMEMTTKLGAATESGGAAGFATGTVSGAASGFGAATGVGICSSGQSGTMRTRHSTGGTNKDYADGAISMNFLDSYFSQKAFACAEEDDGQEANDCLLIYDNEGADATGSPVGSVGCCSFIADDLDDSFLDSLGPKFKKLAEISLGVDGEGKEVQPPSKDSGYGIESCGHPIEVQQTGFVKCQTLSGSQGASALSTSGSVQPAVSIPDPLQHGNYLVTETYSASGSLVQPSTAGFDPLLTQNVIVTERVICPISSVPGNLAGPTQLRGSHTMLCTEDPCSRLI
Arrestin-AP2 inh: human beta-arrestin and AP2 interaction inhibition. FITC-arrestin peptide / GST-AP2 beads, flow cytometry; AP2 beta2 appendage carries R879A mutation. inhibition, % at 10 µM. actives 0.31% (n = 340,000);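 active = inhibition above a set limit, near 3 SD of compounds lacking own fluorescence, cut at about 54% in these data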;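 note: plate controls were DMSO wells for no effect and 5 µM unlabelled arrestin peptide for full effect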
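System: GST-AP2 R879A glutathione beads. Medium: PBS with 0.05% Tween 20 and 0.1% BSA. Also added: FITC-arrestin peptide, 50 nM. Incubation: 12 min plus 1 h, RT. Measured by: high-throughput flow cytometry of beads, ex 488, em 535 nm. Evaluation: percent drop in bead-associated FITC signal.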
C-LANA FP: KSHV C-LANA DNA binding inhibition | inhibition, % at 9 µM | actives 0.078% (n = 340,000) | AID 504423 | MBP-C-LANA/FAM-LBS DNA binding, fluorescence polarization;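 active = highest replicate inhibition at or above 60% at 9 µM, even if other replicates fall short; inactive = all replicates below 60% inhibition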;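 note: 0% = neutral control wells and 100% = 4 µM acridine orange control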
NSD2 inh: NSD2 (human) methyltransferase inhibition. inhibition, % at 12.5 µM. NSD2 peptide methylation, AlphaScreen, 120 min. AID 743445. actives 0.54% (n = 310,000). O96028; in the data active = inhibition above about 50%
Active calls of the source: *; ? = inconclusive; . = no result given.

SMILES	DAGLB inh	CAL PDZ FP-1	Keap1 Nrf2 FP	V-ATPase pH	Cardiac RTF inh	CAL PDZ FP-2	Pemphigus Ab inh	Arrestin-AP2 inh	C-LANA FP	NSD2 inh
Cc1ccc(CCC(=O)Nc2ccc(Br)cc2)o1	-6	-0.6	-1	3	-1	-2	119	4	-1.6	0
O=C(NCCN1CCOCC1)c1nn2c(c1Cl)NC(c1ccccc1)CC2C(F)(F)F (configuration not stated)	1	-3.8	-4	0	-4	6	.	3	0.8	-2
O=C(Nc1ccc(S(=O)(=O)N2CCOCC2)cc1)c1ccc([N+](=O)[O-])s1	0	-2.2	-4	-1	4	-4	104	31	0.7	-3
O=c1[nH]c(=S)[nH]nc1Cc1ccccc1	-3	2.1	-3	1	-1	-4	106	32	2.4	-2
Cn1c(=O)n(Cc2ccccc2Cl)c2ccccc21	-3	-0.2	-3	-1	4	-1	106	44	-0.8	-5
CCn1c(SCC(=O)N(C)CC(=O)Nc2cccc(OC)c2)nnc1-c1ccco1	1	-2.8	3	-4	1	-5	100	22	0.0	-3
CCCc1cc(=O)[nH]c(SC(CC)C(=O)Nc2ccccc2C#N)n1 (configuration not stated)	0	-2.2	-4	1	2	-1	114	-8	1.2	-9
COc1ccc(C(=O)CC(=O)C(=O)Nc2ccccc2C(F)(F)F)cc1	-7	-1.6	-4	-1	-9	-1	107	13	3.1	-3
COc1ccc(NC(=O)CSc2nnc(Cn3c(=O)sc4ccccc43)n2C)cc1OC	1	-1.0	6	-4	-2	3	109	5	3.2	.
COC(=O)c1sccc1NC(=O)c1sccc1C	-7	-0.9	-2	-6	-7	-3	.	-4	1.8	-2
COc1ccccc1NC(=O)Cn1c2ccccc2c2nc3n(c(=O)c21)CCS3	3	-2.4	?	-3	-8	-4	112	0	-0.8	-3
Cc1ccccc1Cn1nc(C)c(NC(=O)C2(C)CC2(Cl)Cl)c1C (configuration not stated)	-1	0.1	6	-1	-9	-5	92	2	2.1	11
COc1ccc(NC(=O)COC(=O)C2COc3ccccc3O2)cc1OC (configuration not stated)	0	.	.	-1	.	.	99	.	.	-2
CCn1c(Cc2ccc(OC)cc2)nnc1SCc1nc2ccccc2c(=O)[nH]1	-1	-3.1	-1	2	-7	-3	90	48	0.2	-1
COc1ccc(-c2cnc3ncnn3c2N)cc1	-3	-0.3	-3	1	-16	-4	105	1	-0.5	-3
CCOC(=O)c1c(NC(=O)CN2C(=O)NC3(CCCC3)C2=O)sc(C)c1CC	-4	-1.0	-2	3	4	.	20	10	1.3	-2
CCCN1CNC(=S)N(c2cc(C)ccc2C)C1	1	-0.6	13*	-6	-8	-8	97	2	1.5	0
COc1ccc(C(=O)NC2CC2)cc1OC1CCN(Cc2ccc(Cl)cc2)CC1	-2	-2.7	-8	0	1	0	.	-3	2.3	0
Cc1ccc(C)c2sc(NC(=O)CN3C(=O)CCC3=O)nc12	-1	-3.8	2	-2	-4	-3	95	36	-1.1	-1
Nc1nonc1-c1noc(CCCN2C(=O)c3ccccc3C2=O)n1	0	0.3	-3	-1	2	-1	105	-2	-1.2	-1

Some of these compounds in order of number of heavy atoms, rising:
SMILES	DAGLB inh	CAL PDZ FP-1	Keap1 Nrf2 FP	V-ATPase pH	Cardiac RTF inh	CAL PDZ FP-2	Pemphigus Ab inh	Arrestin-AP2 inh	C-LANA FP	NSD2 inh
COc1ccc(-c2cnc3ncnn3c2N)cc1	-3	-0.3	-3	1	-16	-4	105	1	-0.5	-3
Cc1ccc(C)c2sc(NC(=O)CN3C(=O)CCC3=O)nc12	-1	-3.8	2	-2	-4	-3	95	36	-1.1	-1
Cc1ccccc1Cn1nc(C)c(NC(=O)C2(C)CC2(Cl)Cl)c1C (configuration not stated)	-1	0.1	6	-1	-9	-5	92	2	2.1	11
Nc1nonc1-c1noc(CCCN2C(=O)c3ccccc3C2=O)n1	0	0.3	-3	-1	2	-1	105	-2	-1.2	-1
COc1ccc(C(=O)CC(=O)C(=O)Nc2ccccc2C(F)(F)F)cc1	-7	-1.6	-4	-1	-9	-1	107	13	3.1	-3
COc1ccc(NC(=O)COC(=O)C2COc3ccccc3O2)cc1OC (configuration not stated)	0	.	.	-1	.	.	99	.	.	-2
CCOC(=O)c1c(NC(=O)CN2C(=O)NC3(CCCC3)C2=O)sc(C)c1CC	-4	-1.0	-2	3	4	.	20	10	1.3	-2
CCn1c(Cc2ccc(OC)cc2)nnc1SCc1nc2ccccc2c(=O)[nH]1	-1	-3.1	-1	2	-7	-3	90	48	0.2	-1
COc1ccc(NC(=O)CSc2nnc(Cn3c(=O)sc4ccccc43)n2C)cc1OC	1	-1.0	6	-4	-2	3	109	5	3.2	.

The listing continues:
SMILES	DAGLB inh	CAL PDZ FP-1	Keap1 Nrf2 FP	V-ATPase pH	Cardiac RTF inh	CAL PDZ FP-2	Pemphigus Ab inh	Arrestin-AP2 inh	C-LANA FP	NSD2 inh
Cc1cccc(C)c1NC(=O)N1CCC(n2cnc3ccccc32)CC1	1	-1.1	-6	-1	-5	0	87	-8	0.0	3
O=C1CC(c2ccco2)CC(O)=C1C=Nc1ccc(Br)cc1 (configuration not stated)	-2	0.9	1	4	-6	20	110	21	1.6	2
Cc1ccc(NC(=O)Nc2ccccc2)nc1	1	-1.1	-4	8	-6	-1	.	-15	0.0	0
Cc1ccc(-n2ncc3c(N4CCCC4)ncnc32)c(C)c1	-1	-0.5	-2	-2	-1	-1	100	9	-0.5	0
COc1c(/C=N/NC(=O)[C@H]2C[C@@H]2c2ccccc2)c(CCN(C)C(C)=O)cc2c1OCO2	1	-1.0	-3	5	-7	-1	104	-12	0.1	0
CCN(c1ccccc1)S(=O)(=O)c1ccc(OC)c(NC(=O)COc2ccc(C(C)=O)cc2)c1	-1	-4.1	-1	4	-13	8	108	-5	0.3	1
CSc1ccccc1OCc1cc(C(=O)N(C)Cc2ccc(C)o2)no1	-4	-0.9	0	2	-17	-6	103	45	-0.7	11
COc1ccc(C2NCCc3c2[nH]c2ccccc32)cc1CSc1nc2ccccc2s1 (configuration not stated)	1	-2.4	-6	-2	-5	-2	107	28	0.9	2
O=C(CN(c1ccc(F)cc1)S(=O)(=O)c1ccc2c(c1)OCCO2)N1CCOCC1	1	0.5	-6	-2	-5	.	104	4	-0.4	.
Cc1ccc(NC(=O)CN(C)S(=O)(=O)c2cccc3nsnc23)cc1	-1	0.3	-2	3	-6	1	101	-10	-0.7	3

The last 2 compounds of the part before come first, to join the parts.
SMILES	DAGLB inh	CAL PDZ FP-1	Keap1 Nrf2 FP	V-ATPase pH	Cardiac RTF inh	CAL PDZ FP-2	Pemphigus Ab inh	Arrestin-AP2 inh	C-LANA FP	NSD2 inh
O=C(CN(c1ccc(F)cc1)S(=O)(=O)c1ccc2c(c1)OCCO2)N1CCOCC1	1	0.5	-6	-2	-5	.	104	4	-0.4	.
Cc1ccc(NC(=O)CN(C)S(=O)(=O)c2cccc3nsnc23)cc1	-1	0.3	-2	3	-6	1	101	-10	-0.7	3
COc1ccc(OC)c(C(O)c2nc3ccccc3n2C)c1 (configuration not stated)	-1	-0.7	-2	0	-7	1	178	3	-0.8	0
O=C1/C(=C/c2ccc(F)c(F)c2)CSc2sccc21	-3	-1.7	-3	13	-12	.	.	-1	-0.3	-2
O=C(Oc1ccc2ccc(=O)oc2c1)N1CCOCC1	0	-0.3	-1	0	4	-1	105	55*	0.3	-2
O=C(CCCOc1ccccc1)Nc1nccs1	-1	-3.3	-3	.	-3	2	99	24	-0.1	-2
O=c1[nH]c2ccccc2n1C1=CCCC1	-3	-1.1	-1	2	0	-1	104	18	-1.0	3
O=C1NN=C2CCCCCCC12 (configuration not stated)	-9	.	.	0	.	.	106	.	.	25
Cc1cc(Oc2ccc(-c3ccccc3)cc2)n2ncnc2n1	-5	-3.4	-6	-2	-5	-5	.	5	-1.6	19
COc1cc(C(=O)NC(=S)Nc2ccc3c(c2)C(=O)N(C)C3=O)cc(OC)c1OC	-1	0.1	2	-3	-4	-4	.	-9	1.3	-3
COc1ccc(C(=O)NC(Cc2ccc(OC(=O)c3ccc(OC)cc3)cc2)C(=O)O)cc1 (configuration not stated)	2	-0.7	-7	3	-20	-9	116	-16	0.6	-1
N#Cc1ccc(C(=O)OCC(=O)N2CCN(C(=O)c3ccco3)CC2)cc1	0	-0.6	-4	4	-2	-2	94	-15	-0.6	1
CC(/C=N/NC(=O)Cn1cnc2ccccc21)=C\c1ccccc1	-1	-1.9	1	-3	-3	1	102	24	-0.5	1
COc1ccc(/C=C2\OC(=O)c3c(OC)cccc32)cc1OC	-4	1.2	-5	9	-19	1	101	16	4.8	-2
CCOC(=O)c1sc(NC(=O)CSc2nnnn2-c2ccc(C)cc2C)nc1C	-2	-1.3	-4	4	-7	-6	107	-3	-0.9	1
COc1ccc(N2CCN(S(=O)(=O)CCNC(=O)c3ccc4c(c3)OCO4)CC2)cc1	-3	-2.4	-2	2	-10	-2	99	2	0.0	0
COc1ccc(CNC(=O)CCCC2=NS(=O)(=O)c3ccccc3N2)cc1	1	-1.1	-2	-3	1	-4	.	5	-0.9	4
Cc1ccc2cccc(S(=O)(=O)NC3CCS(=O)(=O)C3)c2n1 (configuration not stated)	0	-0.7	1	.	-5	.	94	-6	-0.5	-4
COC(=O)[C@@H](NCc1cccc(CN([C@H](C(=O)OC)C(C)C)S(C)(=O)=O)c1)C(C)C	-8	0.4	-3	-12	0	-2	99	3	1.9	.
CCCCC(=O)Nc1ccccc1N1CCOCC1	-4	-0.4	0	0	-9	7	100	44	-0.1	-1
CCNC(=O)N1C(=O)C2(OCCO2)c2cc(Br)ccc21	-2	-2.3	-9	0	-11	0	107	2	-0.9	-2
CCN(CC)c1ccc(NC(=O)Cn2c(C(C)NC(=O)c3ccc(C)cc3)nc3ccccc32)cc1 (configuration not stated)	2	-1.2	-3	-2	3	-2	89	10	1.1	1
Brc1ccc(C2=Nn3c(nnc3-c3n[nH]c4c3CCC4)SC2)cc1	2	-3.7	1	-1	-10	-6	87	-5	0.4	.
COCCNC(=O)COC(=O)C1=Cc2ccccc2OC1	0	-0.5	0	1	-11	.	.	-11	-0.8	-1
CCCCNC(=O)N1CCN(C/C=C/c2ccccc2)CC1	-3	-0.6	5	-3	-7	0	108	-5	0.9	1
Oc1ccccc1/C=N/n1cnnc1	0	-1.4	-8	2	-9	-2	104	-5	-0.4	-4
COc1cccc(NC(=O)N2CCC(N3CCCCC3)CC2)c1	2	0.4	-3	11	2	-6	108	8	-0.1	0
COc1cc2c(=O)n(CC3CCCO3)c(=O)n(CC(=O)Nc3ccccc3)c2cc1OC (configuration not stated)	-2	-0.2	-3	3	3	.	99	-4	0.8	.
O=C(OCC1CC(c2ccccc2Cl)=NO1)c1ccc(Br)cc1 (configuration not stated)	0	-0.6	-2	0	0	-4	.	-25	2.6	-3
CC(C)C(=O)Nc1ccc2c(c1)nc(CCN1CCN(c3ccccn3)CC1)n2C	-1	-1.7	1	6	-5	-7	96	9	-0.7	1

Only part of the results is shown, so the mix of outcomes need not match the whole.
